# Ecoli WT expand: growth inhibitors of wild-type E. coli, primary screen, strain BW25113, expanded library, OD600 | 98,000 compounds, 0.15% hits | OD600 absorbance | AID 710, 2007 | growth inhibition, % at 100 µM;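 active = growth inhibition above about 50% at one test dose, limit read from the data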;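 also: growth measured after 20 h incubation at 37 °C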
# FAK inh: FAK kinase inhibitors, primary screen, biochemical; Focal adhesion kinase 1 (Homo sapiens), Q05397; inhibition, %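 (tested at 7 µM)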; biochemical FAK kinase activity assay; 97,000 compounds, 0.84% hits; in the data active = inhibition above about 19%;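 also: 0% = DMSO and 100% = reference compound high control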
# PLAP act: PLAP enzyme activators, biochemical, luminescence, HTS. activation fold at 20 µM. purified PLAP enzyme, luminescent substrate read-out; active compounds read high. Alkaline phosphatase, placental type (Homo sapiens), P05187. 96,000 compounds, 1.2% hits; in the data active = activation fold above about 2
# Target sequence (P05187 whole entry, looked up): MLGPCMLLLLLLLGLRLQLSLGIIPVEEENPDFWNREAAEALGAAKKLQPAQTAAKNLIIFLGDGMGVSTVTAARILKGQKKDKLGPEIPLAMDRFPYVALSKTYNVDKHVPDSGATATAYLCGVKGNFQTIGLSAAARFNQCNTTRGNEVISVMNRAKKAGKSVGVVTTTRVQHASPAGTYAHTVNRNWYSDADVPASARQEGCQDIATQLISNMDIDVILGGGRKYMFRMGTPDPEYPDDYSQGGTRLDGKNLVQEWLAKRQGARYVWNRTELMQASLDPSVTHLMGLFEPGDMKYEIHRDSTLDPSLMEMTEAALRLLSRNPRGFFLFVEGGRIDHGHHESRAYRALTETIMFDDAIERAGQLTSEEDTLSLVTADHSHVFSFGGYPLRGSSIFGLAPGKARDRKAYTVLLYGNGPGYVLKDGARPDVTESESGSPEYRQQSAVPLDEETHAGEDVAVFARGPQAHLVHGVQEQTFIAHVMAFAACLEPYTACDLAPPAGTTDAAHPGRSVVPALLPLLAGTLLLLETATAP
# The depositor's hits bear a star. Not all compounds are listed; the hit share may differ from the screen's.
# The line under a structure holds: Ecoli WT expand | FAK inh | PLAP act
[1] O=C(CNC1CCCCCC1)Nc1ccc(N2CCCC2)cc1
→ 4 | -2 | 1
[2] Cc1cccc(OCC(=O)NNc2c3ccccc3nc3ccccc23)c1
→ 0 | 14 | 0.9
[3] CSc1cccc(NC(=O)/C=C/c2ccc(Cl)cc2)c1
→ -16 | 4 | 0.8
[4] Cc1cc([N+](=O)[O-])nn1Cc1ccccc1F
→ 11 | -1 | 1
[5] CCCOc1ccc2c(=O)c(-c3cc(C(=O)OC)oc3C)c(C)oc2c1
→ 0 | -2 | 1.3
[6] COc1ccc(C(=O)/C=C2\NCC3c4ccccc4CCN3C2=O)cc1 (stereo not drawn)
→ -3 | 1 | 1
[7] CCc1ccc2nc(-c3cccc(C)c3)nc(SCC(=O)NCC3CCCO3)c2c1 (stereo not drawn)
→ -9 | -2 | 1
[8] COc1cc(OC)c(NC(=O)CCNC(=O)Cn2ccc3ccccc3c2=O)cc1Cl
→ -9 | -2 | 1.3
[9] CCOc1cc(NC(=S)NCC2CCCO2)c(OCC)cc1NC(=O)c1cccc(C)c1 (stereo not drawn)
→ -6 | -5 | 1
[10] Cc1ccccc1OCCNc1cc(N2CCCCC2)ccc1[N+](=O)[O-]
→ -40 | 11 | 0.5
[11] O=c1c2ccccc2nc2n1C(CSc1ccc(F)cc1)CN2 (stereo not drawn)
→ 1 | 2 | 1.3
[12] CN(C)c1ccc(/C=N\NC(=O)c2csnn2)cc1
→ 1 | 4 | 1.1
[13] COc1cccc(=O)c2c(C)n(-c3cc(C)cc(C)c3)c(C)c12
→ -10 | 3 | 1.3
[14] CC(Sc1nnc(Cc2ccc([N+](=O)[O-])cc2)o1)C(N)=O (stereo not drawn)
→ 2 | 2 | 1.3
[15] Cc1ccc(C(=O)C(OC(=O)CN2C(=O)c3ccccc3C2=O)c2ccccc2)cc1C (stereo not drawn)
→ -9 | 1 | 1
[16] Cc1ccc(S(=O)(=O)N(CC(=O)Nc2cccc([N+](=O)[O-])c2)C2CCCCC2)cc1
→ -5 | 2 | 1
[17] Cc1[nH]c2c(C)cccc2c1CCNC(=O)c1ccc2c(c1[N+](=O)[O-])C(=O)c1ccccc1C2=O
→ -8 | 2 | 1.4
[18] O=C(OCc1cnc(Cl)s1)c1ccccc1Cl
→ 5 | 2 | 0.7
[19] CCOC(=O)c1sc(C)c2c(=O)n(Cc3ccc(Cl)cc3)c(C)nc12
→ -3 | -2 | 1.1
[20] C/C(CC(=O)Nc1ccc(OCc2ccccc2)cc1)=N\NC(=O)C(=O)Nc1ccccc1C
→ -6 | -4 | 1.4

# Further entries follow:
# The line under a structure holds: Ecoli WT expand | FAK inh | PLAP act
[21] COC(=O)c1ccccc1NC(=S)NC(NC(=O)COc1ccccc1)C(Cl)(Cl)Cl (stereo not drawn)
→ -9 | -4 | 0.9
[22] CC(=O)N=c1sccn1CC(=O)c1ccc([N+](=O)[O-])cc1
→ 13 | 1 | 0.8
[23] CCCCCCCCCCn1cc(C(C)=O)c(=O)[nH]c1=O
→ -3 | -4 | 1
[24] Cc1ccc(C(=O)NC(C)CCc2ccccc2)cc1[N+](=O)[O-] (stereo not drawn)
→ -12 | -2 | 0.8
[25] COc1ccc(/C=N/NC(=O)c2cc(C)on2)c2ccccc12
→ 4 | 3 | 0.8
[26] CCOc1ccc(NC(=O)c2cccc(OC(=S)N3CCC(C)CC3)c2)cc1
→ -18 | 0 | 1.1
[27] Cc1sc2nc(SCc3nc(-c4cccs4)no3)n(-c3ccccc3)c(=O)c2c1C
→ -16 | -7 | 1.3
[28] OC(CNCc1ccc(F)cc1)(c1ccccc1)c1ccc(F)cc1 (stereo not drawn)
→ -1 | 0 | 0.8
[29] Cc1cc(C)n2nc(-c3cnn(C)c3C(F)(F)F)cc2n1
→ 0 | -2 | 1
[30] COc1ccc(NC(=O)CSc2nc(-c3ccc(C)cc3)cc(C(F)(F)F)c2C#N)cc1
→ 2 | -6 | 1
[31] c1ccc(SCc2nc3ccccc3[nH]2)cc1
→ 26 | -3 | 0.8
[32] O=C(NC(=S)Nc1cc(C(F)(F)F)ccc1Cl)c1ccccc1
→ -4 | 0 | 0.9
[33] O=C(OCn1ncc(Cl)c(Cl)c1=O)c1ccc(F)cc1
→ -2 | -1 | 0.9
[34] CCC(=O)Nc1ccnc(-c2cccnc2)n1
→ 4 | -1 | 0.9
[35] CCN(CC)C(=O)C1CCCN(c2ccc([N+](=O)[O-])cc2/C=N/NC(=O)c2cccc([N+](=O)[O-])c2)C1 (stereo not drawn)
→ -11 | -1 | 1.3
[36] CCn1nc2cc(C(=O)NCc3cc(C(F)(F)F)cc(C(F)(F)F)c3)ccc2c1OC
→ -3 | 2 | 1
[37] Cc1cccc(NC(=S)N2CCC(c3nc4ccccc4o3)CC2)c1C
→ 6 | 1 | 1.1
[38] CCc1ccc(NC(=S)N2CCN(c3cccc(C(F)(F)F)c3)CC2)cc1
→ -7 | -1 | 1
[39] Cc1ccc(OCC(=O)NNC(=O)CCC(=O)Nc2ccc(C)cc2C)cc1
→ -4 | 4 | 0.9
[40] CC(C)c1ccc(/C=C/C(=O)Nc2nc3ccc([N+](=O)[O-])cc3s2)cc1
→ 1 | 1 | 0.7

# Next part:
# The line under a structure holds: Ecoli WT expand | FAK inh | PLAP act
[41] Cc1ccccc1/C=C1\OC(=O)c2ccccc21
→ -6 | 1 | 0.9
[42] O=C(CCc1ccccc1)NC(=S)Nc1cc(C(F)(F)F)ccc1N1CCOCC1
→ -6 | -1 | 1
[43] CC1(C)C2([N+](=O)[O-])CN3CC1([N+](=O)[O-])CN(C2)C3c1ccccc1 (stereo not drawn)
→ -7 | 0 | 1
[44] COc1ccc(-c2ccc(/C=C3\C(=O)N(c4ccccc4)N=C3c3ccccc3)o2)c([N+](=O)[O-])c1
→ -22 | 4 | 0.5
[45] C=CCN1C(=O)C(CC(=O)Nc2ccccc2)SC1=Nc1ccc(S(N)(=O)=O)cc1 (stereo not drawn)
→ -8 | 4 | 0.9
[46] O=S(=O)(NCc1cccnc1)c1ccc(Cl)nc1
→ 1 | -3 | 1
[47] COc1cc(NC(=O)Cc2c(C(=O)O)[nH]c3ccccc23)cc(OC)c1OC
→ -3 | -4 | 1.1
[48] O=S(=O)(c1ccccc1)N1CCC(O)(CSc2ccc(Cl)cc2)CC1
→ -3 | -1 | 0.8
[49] CC12CCC(C(=O)Nc3ccc(SC(F)F)cc3)(CC1=O)C2(C)C (stereo not drawn)
→ 7 | 4 | 0.9
[50] C#CCSc1nnc(-c2cc3c(C(F)(F)F)nn(C)c3s2)n1C
→ -1 | -3 | 1
[51] CCOc1c2ccc(C(=O)N[C@H](C)C3CCCCC3)cc2nn1CC
→ 10 | 0 | 1.1
[52] COC(=O)c1c(NC(=O)C2CC(=O)NN2Cc2ccccc2)sc(C)c1C (stereo not drawn)
→ 2 | 3 | 1.5
[53] CCN(CC)C(=O)CSc1nc(C)cc(-c2cccs2)c1C#N
→ -2 | 5 | 0.9
[54] CC(=O)Nc1ccc(C(=O)N/N=C/c2ccccc2OC(=O)c2ccc(Cl)cc2)cc1
→ -14 | -7 | 1.3
[55] COc1ccc(-c2[nH]nc3c2C(c2ccsc2)C(C#N)=C(N)O3)cc1 (stereo not drawn)
→ -4 | 6 | 0.9
[56] COc1ccc(NC(=O)C(NC(C)=O)C(=O)NCc2ccc(F)cc2)cc1 (stereo not drawn)
→ 5 | -4 | 1.2
[57] CCn1c(SCC(=O)Nc2sc3c(c2C#N)CCC(C(C)(C)C)C3)nnc1-c1ccco1 (stereo not drawn)
→ -23 | -2 | 1.2
[58] COc1ccc(CCNC(=O)c2oc3ccc(S(=O)(=O)N4CCOCC4)cc3c2C)cc1OC
→ -8 | -1 | 1.3
[59] Cc1ccnc(N2C(=O)C3C4CC(C(Br)C4Br)C3C2=O)c1 (stereo not drawn)
→ -2 | -1 | 1
[60] COc1cc2c3c(c1OC)C1(C=CC(=O)C=C1)CC3N(C(=O)c1ccccc1)CC2 (stereo not drawn)
→ -6 | -4 | 1.1

# (cont.)
# The line under a structure holds: Ecoli WT expand | FAK inh | PLAP act
[61] Cc1ccc(NC(=S)c2nc3ccccc3[nH]2)cc1
→ 6 | -2 | 1
[62] Cc1c(C#N)c(=O)oc2ccc3ccccc3c12
→ -9 | -5 | 1
[63] COc1ccc(C(C)=O)cc1CSc1nnc(-c2ccccc2O)n1-c1ccccc1
→ 0 | 2 | 1.4
[64] COc1cc(/C=N/NC(=O)c2cccnc2)ccc1OC(=O)c1ccc2c(c1)OCO2
→ -5 | 0 | 1.1
[65] Cc1cc(C)cc(N(C(=O)Cc2cccs2)C(C(=O)NC2CCCCC2)c2ccccn2)c1 (stereo not drawn)
→ 3 | -2 | 1.1
[66] Fc1ccccc1CNc1ccc(Cl)cc1
→ 10 | -5 | 0.8
[67] Cc1cc(C)c(NC(=O)CS(=O)CC(=O)NCCCc2ccccc2)c(C)c1 (stereo not drawn)
→ -1 | -3 | 1.3
[68] Cc1scc(C(=O)NNC(=S)NCC2CCCO2)c1C (stereo not drawn)
→ 4 | -1 | 2.2*
[69] Cc1cccc(OCC(=O)Nc2ccc(N3CCN(C(=O)c4ccco4)CC3)cc2)c1
→ -9 | 6 | 1.1
[70] Cc1cccc(NS(=O)(=O)c2c(C)n[nH]c2C)c1
→ 3 | 4 | 0.8
[71] COc1ccccc1NC(=O)COc1ccc(/C=N/NC(=O)CSCc2ccc(Cl)cc2)cc1
→ -10 | 14 | 1.1
[72] O=C(Nc1ccccc1Cl)ON=C1c2ccccc2-c2ccccc21
→ 10 | 35* | 0.8
[73] O=C(Nc1ccc(S(=O)(=O)N2CCCCC2)cc1)c1ccc(CN2CCc3ccccc3C2)cc1
→ -10 | 0 | 1.4
[74] Cc1ccc(NCCC(=O)c2ccc(Cl)c(Cl)c2)cc1
→ -7 | -3 | 1.1
[75] COc1ccc(NC(=O)C23CC4CC(C2)CC(n2cnc(Br)n2)(C4)C3)c(C)c1
→ 0 | 1 | 1
[76] CCOC(=O)c1c(NC(=O)c2ccc(N3CCOCC3)c([N+](=O)[O-])c2)sc(C)c1C
→ 3 | -7 | 0.9
[77] C=CCN1C(=O)C(Cc2ccc(Br)cc2)S/C1=N\N=C\c1ccco1 (stereo not drawn)
→ -17 | -2 | 1
[78] Clc1ccc(-c2nnc(CCc3ccccc3)o2)c(Cl)c1
→ 4 | 0 | 0.9
[79] Cc1cccc(CSc2cccc3cccnc23)c1
→ 1 | 0 | 0.7
[80] CCOc1cc(NC(=O)c2ccccc2[N+](=O)[O-])c(OCC)cc1NC(=O)CC(C)C
→ -1 | -1 | 1

# Other results:
# The line under a structure holds: Ecoli WT expand | FAK inh | PLAP act
[81] CCc1cc2ccc(C)cc2nc1SCC(=O)c1ccc(NC(C)=O)cc1
→ 0 | 3 | 1.2
[82] O=C(Nc1ccc(Cl)cc1)C1C2CCC3C(CCC21)C3(Cl)Cl (stereo not drawn)
→ -6 | 10 | 0.9
[83] CCCCNC(=S)NNC(=O)c1ccoc1C
→ 4 | 1 | 1.8
[84] C=CCOc1c2ccc(C(=O)NCCc3ccc(C)cc3)cc2nn1C
→ -1 | -7 | 1.1
[85] Cc1ccc2c([N+](=O)[O-])c(C)ccc2n1
→ 3 | 1 | 0.9
[86] COc1ccccc1OCCOc1ccc(/C=C2/C(=N)N3OC(C)=CC3=NC2=O)cc1OC
→ 2 | 11 | 0.9
[87] Cc1cc(C)c(S(=O)(=O)NCC2CCC(C(=O)NCc3ccc4c(c3)OCO4)CC2)c(C)c1 (stereo not drawn)
→ -5 | 1 | 0.9
[88] Clc1cccc(CSc2nnc(-c3sccc3-n3cccc3)o2)c1
→ -13 | 2 | 0.8
[89] COc1cc(/C=C(/C#N)c2nc3ccccc3[nH]2)ccc1OCC(=O)Nc1ccccc1C(C)C
→ -7 | 12 | 1.3
[90] Cc1ccc(S(=O)(=O)c2ccc(Oc3ccccc3)cc2)cc1
→ -5 | -3 | 1.2
[91] COc1ccc(C(=O)COC(=O)c2ccc(NC(=O)c3ccccc3)cc2)cc1
→ -11 | 6 | 1
[92] O=C(CSc1nnc(SCc2cccc3ccccc23)s1)c1ccc2c(c1)OCO2
→ -33 | -3 | 1
[93] Cc1ccc(N/N=C/c2ccc(N3CCOCC3)cc2)cc1C
→ -3 | 1 | 1.1
[94] Clc1ccc(CSc2nnc(-c3sccc3-n3cccc3)o2)cc1
→ -25 | 0 | 0.6
[95] N#C/C(=C\c1ccc(-c2ccccc2)o1)C(=O)Nn1cnnc1
→ -1 | -1 | 1
[96] CSc1ccc(/C=C/C(=O)c2ccc(NC(=O)Cc3ccccc3)cc2)cc1
→ -16 | -5 | 1
[97] COc1cc(/C=N/NC(=O)CCc2ccccc2)ccc1O
→ -4 | 7 | 1
[98] N#Cc1cc(-c2ccc(Cl)cc2)cnc1Sc1ccccc1
→ -17 | -3 | 0.7
[99] O=C(Nc1ccc(Cl)cc1)N[C@@H]1c2c(ccc3ccccc23)OC[C@@H]1CO
→ -4 | -11 | 0.8
[100] C/C(=N\NC(=O)c1ccc(Br)cc1)c1ccccc1
→ -2 | 0 | 0.9
[101] CC1(C)Oc2cc(N)c([N+](=O)[O-])cc2O1
→ 17 | -3 | 0.7
[102] Cc1cc(NC(=O)c2nn(C)c(C)c2[N+](=O)[O-])no1
→ 11 | -4 | 0.9
[103] Cc1ccc(SCC(=O)NNC(=O)C2CCCCC2)cc1
→ 0 | 3 | 1.8
